Bioassay records from PubChem.
N-glyco inh – blocks N-linked glycosylation in D54 reporter cells; D54 ERlucT glycosylation luciferase reporter, 24 h; percent of 100 nM tunicamycin response; reporter increase, % at 12.5 µM; 360,000 tested, 0.23% active;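 active means mean luciferase reporter signal, scaled so untreated is 0 and the glycosylation-blocking control 100, at or above a set limit in every replicate; inconclusive means mean reaches the limit but not every replicate does; inactive means mean below the limit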;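 further: luciferase carries N-glycosylation sites so blocking glycosylation raises the light; 0% = median of neutral control wells and 100% = median of 100 nM tunicamycin wells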
Vif inh – HIV Vif inhibition; 340,000 tested, 0.35% active; AID 602346; HEK293T cells, Vif self-association by quenched fluorescence, imaging, 24 h; inhibition, % at 7.49 µM; in the data active means inhibition above about 50%, passing the limit was not always enough; inconclusive means no clear call, values can overlap the other calls; inactive means below about 31%; further: some results filed as inactive read as strong as hits
hiPSC survival – increases survival of single human iPS cells; hiPSC single-cell survival, ATPlite luminescence; 100% = ROCK inhibitor wells, 0% = DMSO; survival enhancement, % at 20 µM; 360,000 tested, 0.044% active; AID 602274; in the data active means survival enhancement above about 18%;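 further: cells exposed to compounds for 16 hours before the ATP read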
H9c2 protect – modulators protecting cardiomyocytes from myocardial damage. 360,000 tested, 0.63% active. AID 588492. H9c2 cardiomyocytes, H2O2 injury protection, ATPLite, 2 h. protection from H2O2 cell death, % at 20 µM;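 active means compounds giving at least 50% protection of heart cells from peroxide-induced death in the single-dose screen, raw or plate-pattern-corrected value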;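 further: 0% = DMSO wells with peroxide and 100% = DMSO wells without peroxide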
Granule exo inh – blocks lytic granule exocytosis; TALL-104 LAMP-1 surface exposure, flow cytometry; cells stimulated with thapsigargin and PMA; inhibition, % at 10 µM; 360,000 tested, 0.66% active; AID 651702;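 active means inhibition above about 55%, limit read from the data; inconclusive means no clear call, values can overlap the other calls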
ABCB6 inh 2 – blocks the human ABCB6 transporter; K562-ABCB6 porphyrin accumulation, flow cytometry, 1 h; active compounds read low; 360,000 tested, 0.19% active; AID 602162; fluorescence ratio to DMSO, % at 10 µM;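 active means fluorescence ratio to DMSO below 75%, the collection mean minus 3 SD; inconclusive means too few cells collected in the well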;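 further: signal is porphyrin accumulated inside mitochondria; 100% equals median channel fluorescence of DMSO control wells; lower ratio means ABCB6 inhibition with less porphyrin fluorescence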
Target sequence (Q9NP58 whole entry, looked up): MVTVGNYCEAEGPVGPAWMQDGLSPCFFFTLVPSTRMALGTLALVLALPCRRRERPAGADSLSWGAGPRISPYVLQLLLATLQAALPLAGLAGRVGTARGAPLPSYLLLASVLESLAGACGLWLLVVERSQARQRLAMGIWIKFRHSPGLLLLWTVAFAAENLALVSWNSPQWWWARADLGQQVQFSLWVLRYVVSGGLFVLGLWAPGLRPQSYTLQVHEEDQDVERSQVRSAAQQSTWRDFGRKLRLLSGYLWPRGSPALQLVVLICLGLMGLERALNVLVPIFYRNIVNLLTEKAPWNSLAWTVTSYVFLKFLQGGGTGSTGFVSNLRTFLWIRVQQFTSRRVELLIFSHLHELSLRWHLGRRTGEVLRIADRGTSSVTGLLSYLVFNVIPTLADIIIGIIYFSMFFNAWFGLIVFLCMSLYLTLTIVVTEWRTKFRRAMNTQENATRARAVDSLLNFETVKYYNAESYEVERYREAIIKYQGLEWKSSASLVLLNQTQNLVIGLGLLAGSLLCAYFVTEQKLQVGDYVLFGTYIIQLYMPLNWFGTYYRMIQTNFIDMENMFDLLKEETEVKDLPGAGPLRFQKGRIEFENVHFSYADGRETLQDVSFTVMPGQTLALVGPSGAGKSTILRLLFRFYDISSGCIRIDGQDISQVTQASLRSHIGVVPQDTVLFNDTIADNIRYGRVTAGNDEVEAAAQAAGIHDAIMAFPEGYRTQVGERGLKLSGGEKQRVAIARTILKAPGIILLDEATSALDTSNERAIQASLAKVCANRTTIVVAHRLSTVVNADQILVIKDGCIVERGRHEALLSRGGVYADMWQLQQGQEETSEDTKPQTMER
aDG glyco up – alpha-DG glycosylation activation; Pro5-aDG cells, alpha-DG glycosylation AlphaScreen (IIH6); 0% Pro5, 100% B10-LARGE cell signal; activation, % at 10 µM; 360,000 tested, 0.22% active;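 active means activation of at least 8% versus controls, or a plate z-score of at least 8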;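 further: Pro5 are CHO cells carrying HIG-tagged alpha-DG that lacks glycosylation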
CaV13 ICDI inh – Disruptors of the CACNA1D IQ motif to Ca2+-dependent inactivation inhibitor domain association, primary screening, Förster resonance energy transfer in intact living …; AID 743397; inhibition, % at 12.3 µM; 340,000 tested, 0.098% active; HEK cells, CFP/YFP FRET ICDI-IQ, plate reader, 10 min; percent FRET-ratio fall versus neutral wells;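 active means mean replicate inhibition of at least 30% and at least 1% of replicates passing that level; inconclusive means only one of the two criteria is met; inactive means neither criterion is met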;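 further: 0% = median of the neutral control wells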
PDI turbidity – blocks human protein disulfide isomerase activity. P07237. PDI insulin aggregation turbidity, A650, 90 min. inhibition, % at 10 µM. 350,000 tested, 0.052% active. AID 588391;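 active means mean inhibition across replicates of 30% or more, whatever share of single replicates reach that level; inconclusive means mean inhibition below 30% while every single replicate reaches 30%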;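 further: absorbance from insulin aggregation driven by PDI reduction with DTT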
m5-HT2A agonist – agonists of mouse serotonin 5-HT2A receptor (HTR2A); P35363; CHO-K1 mHTR2A beta-arrestin complementation, luminescence; percent of 30 µM serotonin response; activation, % at 7.6 µM; 360,000 tested, 0.66% active; AID 624169;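 active means activation above a run cutoff, the mean activation of all tested compounds plus 3 SD, cut at about 14% in these data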;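 further: 0% = plate median of compound wells and 100% = 30 µM serotonin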
Active calls of the source: *; ? = inconclusive; . = no result given; & = joins results of further samples.

#	Structure	N-glyco inh	Vif inh	aDG glyco up	ABCB6 inh 2	Granule exo inh
1	CN(CC(=O)N1CC=C(c2ccccc2)CC1)S(=O)(=O)c1ccc2c(c1)c(=O)n(C)c(=O)n2C	0	-7	-0.1	97	-7
2	CC1(C(=O)NS(=O)(=O)c2cccs2)CCN1C(=O)CCc1ccc(Cl)cc1Cl (centres undefined)	1	-7	0.1	97	-5
3	NC(=O)C1(N2CCCCC2)CCN(C(=O)c2cccn3c(=O)c4cc(Cl)ccc4nc23)CC1	7	0	-0.4	100	1
4	COCCn1nnnc1C(c1ccccc1OC)N1CCN(C(=O)c2ccco2)CC1 (centres undefined)	1	1	0.2	104	-5
5	CCc1ccc(/C=N/NC(=O)c2cc(-c3ccncc3)nc3ccccc23)s1	30*	29	-0.1	96	1
6	CCOC(=O)CN1C(=O)C(=O)N(Cc2c(C)cc(C)cc2C)C1=O	1	-12	0.1	120	19
7	CC1=NN(C(=O)c2ccc(C)o2)C(O)(c2ccccc2)C1 (centres undefined)	0	0	-0.1	94	-2
8	O=C(CCCn1c(=S)[nH]c2cc3c(cc2c1=O)OCO3)NC1CC1	4	-4	0.1	89	1
9	C(=Cc1cnc2ccccc2n1)c1ccc2c(c1)OCO2	-20	-6	1.1	101	2
10	O=Cc1cccn1-c1ccc(O)cc1	1	10	-0.1	98	-1
11	COC(=O)C1=NNC2(c3ccc(Cl)cc3)C(=O)N(c3ccc(Cl)cc3)C(=O)C12 (centres undefined)	2	-2	-0.2	95	6
12	CCCN1C=CC(=C2C(=O)c3ccccc3C2=O)C=C1	-25	12	-0.1	102	0

#	hiPSC survival	H9c2 protect	CaV13 ICDI inh	PDI turbidity	m5-HT2A agonist
1	1.8	33	-7	19	-16
2	1.8	2	-6	4	5
3	-1.1	8	-10	-1	2
4	1.0	8	-4	-6	1
5	-0.7	16	-4	-5	-6
6	0.1	0	-4	5	-1
7	0.1	7	-5	7	-3
8	-3.8	2	-8	-8	5
9	-2.8	-27	-8	-7	0
10	0.5	5	-5	0	-2
11	-0.6	4	-5	5	0
12	-4.7	-25	-4	-5	0

#	Structure	N-glyco inh	Vif inh	aDG glyco up	ABCB6 inh 2	Granule exo inh
13	CCN1CCN(C(=O)CSc2nc(N)cc(N)n2)CC1	-1	-7	0.3	100	-1
14	CCOc1ccc(CCNC(=O)CN2CCN(Cc3ccc(F)cc3)C2=O)cc1OCC	-1	7	0.0	96	-4
15	CCOC(=O)C1CCN(C2=C(NS(=O)(=O)c3ccc(Br)cc3)C(=O)c3ccccc3C2=O)CC1	5	-14	0.3	94	1
16	C/C=C/c1cccc(-c2nc(C(=O)N3CCN(C)CC3)cc3c2[C@@H](CCO)N(C(=O)NC(C)C)C3)c1	.	.	0.0	98	-4
17	CC(=O)c1cccc(S(=O)(=O)Nc2cccc(S(=O)(=O)NC3=NCCC3)c2)c1	7	-1	-0.1	102	0
18	CC(C)n1ncc(C(N)=O)c1N	-1	.	-0.1	86	-2
19	Cc1ccc(S(=O)(=O)N2CCC(=O)N(C(CO)C(C)C)CC2)cc1 (centres undefined)	0	15	-0.1	101	-4
20	CC(C)Cn1c(SCC(=O)c2ccc(Cl)s2)nnc1-c1ccco1	-2	5	0.0	98	1
21	COc1ccc(CNC(=O)C2CCC(CNc3c(N4CCOCC4)c(=O)c3=O)CC2)cc1 (centres undefined)	0&1	-1&6	0.2&-0.2	93&110	-2&-10
22	CCCN1C(=O)C(=O)N(CC(=O)N2c3ccccc3NC(=O)CC2C)C1=O (centres undefined)	0	10	0.0	96	2
23	NC(COCc1ccccc1)c1csc(Nc2nccc(C(F)(F)F)n2)n1 (centres undefined)	2	6	0.2	97	-2
24	CN1C(=O)CC(N2CCN(c3ccccc3)CC2)C1=O (centres undefined)	2	4	0.0	100	0

#	hiPSC survival	H9c2 protect	CaV13 ICDI inh	PDI turbidity	m5-HT2A agonist
13	0.2	3	1	4	1
14	-1.8	4	-1	1	-4
15	-0.5	-10	-5	-2	1
16	0.2	.	-7	.	0
17	2.1	0	-3	-2	7
18	0.1	-1	-5	7	-1
19	1.5	6	-4	1	4
20	1.0	5	-6	-2	-1
21	-4.4&-1.7	9&-5	-6&-5	0&-1	-3&14
22	-1.4	-4	-5	-8	4
23	-1.1	6	-5	-4	0
24	5.1	5	-5	-3	1

Retrieved by compound from above (4):
#	Structure	N-glyco inh	Vif inh	aDG glyco up	ABCB6 inh 2	Granule exo inh
24	CN1C(=O)CC(N2CCN(c3ccccc3)CC2)C1=O (centres undefined)	2	4	0.0	100	0
16	C/C=C/c1cccc(-c2nc(C(=O)N3CCN(C)CC3)cc3c2[C@@H](CCO)N(C(=O)NC(C)C)C3)c1	.	.	0.0	98	-4
14	CCOc1ccc(CCNC(=O)CN2CCN(Cc3ccc(F)cc3)C2=O)cc1OCC	-1	7	0.0	96	-4
15	CCOC(=O)C1CCN(C2=C(NS(=O)(=O)c3ccc(Br)cc3)C(=O)c3ccccc3C2=O)CC1	5	-14	0.3	94	1

#	hiPSC survival	H9c2 protect	CaV13 ICDI inh	PDI turbidity	m5-HT2A agonist
24	5.1	5	-5	-3	1
16	0.2	.	-7	.	0
14	-1.8	4	-1	1	-4
15	-0.5	-10	-5	-2	1

The list continues.
#	Structure	N-glyco inh	Vif inh	aDG glyco up	ABCB6 inh 2	Granule exo inh
25	O=C(CNC(=O)c1ccccn1)N/N=C/c1ccc2c(c1)OCO2	0	0	0.2	96	-3
26	O=C(Nc1nccs1)NC(C(F)(F)F)C(F)(F)F	1	3	-0.2	106	2
27	CCOc1ccc(N/C(C)=C/C(=O)c2ccc(C)o2)cc1	-2	6	0.0	96	-2
28	Cc1ccc2[nH]cc(C(=O)NCc3cccs3)c(=O)c2c1	1	.	-0.2	90	-2
29	COc1nccnc1NS(=O)(=O)c1ccc(NC(=O)c2ccccc2Br)cc1	3	1	0.0	98	-7
30	Cc1[nH]c2ccccc2c1N=Nc1c(C)n(C)n(-c2ccccc2)c1=O	-1	5	-0.2	97	-1
31	CCOC(=O)c1cnc2c(Cl)cc(Cl)cc2c1NCCOCCO	0	-2	0.7	91	-6
32	COCCNC(=O)c1cc2c(Br)ccc(Br)c2nc1N	.	.	0.6	109	-6
33	COc1cc(/C=C/C(=O)OCC(=O)Nc2cccc(F)c2)ccc1O	2	-22	0.0	100	-3
34	COc1ccccc1S(=O)(=O)Cc1ccc(C(=O)NCC2CCCO2)o1 (centres undefined)	-2	5	0.0	95	0
35	CCOC(=O)c1cc2cc(-c3c(C(=O)OCC)oc4cc(O)cc(O)c4c3=O)ccc2o1	0	-19	-0.2	92	3
36	COc1ccc(C(=O)CN2C(=O)NC3(CCCc4ccccc43)C2=O)cc1 (centres undefined)	-1	-1	0.0	98	-4

#	hiPSC survival	H9c2 protect	CaV13 ICDI inh	PDI turbidity	m5-HT2A agonist
25	-1.7	-3	-3	-7	6
26	0.2	-10	-5	-8	6
27	-2.0	-5	-7	-1	2
28	-2.1	2	-7	-3	-4
29	-0.3	2	-3	-7	-12
30	-1.6	-5	-3	8	-2
31	1.0	8	.	-5	2
32	0.1	.	-5	.	3
33	6.7	-4	-5	6	-4
34	-1.7	2	-5	13	-3
35	7.1	-3	-5	9	0
36	0.1	1	-5	7	2

Whole records from above. Order of values: N-glyco inh, Vif inh, aDG glyco up, ABCB6 inh 2, Granule exo inh, hiPSC survival, H9c2 protect, CaV13 ICDI inh, PDI turbidity, m5-HT2A agonist
Results for CC(C)Cn1c(SCC(=O)c2ccc(Cl)s2)nnc1-c1ccco1 → -2, 5, 0.0, 98, 1, 1.0, 5, -6, -2, -1
Results for CCOC(=O)C1CCN(C2=C(NS(=O)(=O)c3ccc(Br)cc3)C(=O)c3ccccc3C2=O)CC1 → 5, -14, 0.3, 94, 1, -0.5, -10, -5, -2, 1
Results for COc1ccc(C(=O)CN2C(=O)NC3(CCCc4ccccc43)C2=O)cc1 (centres undefined) → -1, -1, 0.0, 98, -4, 0.1, 1, -5, 7, 2
Results for O=C(Nc1nccs1)NC(C(F)(F)F)C(F)(F)F → 1, 3, -0.2, 106, 2, 0.2, -10, -5, -8, 6
Results for CC(C)n1ncc(C(N)=O)c1N → -1, ., -0.1, 86, -2, 0.1, -1, -5, 7, -1

Next part.
#	Structure	N-glyco inh	Vif inh	aDG glyco up	ABCB6 inh 2	Granule exo inh
37	COc1ccc(-c2nc(=S)c3ccc4ccccc4c3[nH]2)cc1	6	18	0.0	95	5
38	COc1cc(NC2c3ncccc3C(=O)N2Cc2ccco2)cc(OC)c1 (centres undefined)	0	15	0.0	100	2
39	O=C(CSc1nc2ccccc2n1CC(=O)N1CCCCC1)N1CCCCC1	-1	-7	-0.2	98	?
40	CCOC(=O)c1ccc(N(C(=O)c2ccco2)C(C(=O)NC2CCCC2)c2ccncc2)cc1 (centres undefined)	0	-9	0.0	100	0
41	Cc1ccccc1C(=O)NC1CCN(Cc2nnnn2Cc2ccccc2)CC1	1	8	0.1	95	-2
42	O=C(CN(c1ccc2c(c1)OCCO2)S(=O)(=O)c1ccccc1)NCc1ccc(Cl)cc1	-3	-24	-0.2	92	6
43	CN(C)CCNC(=O)c1onc(CSc2ccncc2)c1C(=O)NCCN(C)C	-1	.	-0.2	96	-6
44	CCOC(=O)C1(C)CCN1C(=O)c1cc(C)n(C(C)(C)C)n1 (centres undefined)	0	-1	0.1	97	3
45	CCN(CC)C(=O)C1=C(C)N(CCCN2CCCC2=O)C(=O)C(CC(=O)NCCCCc2ccccc2)C1 (centres undefined)	2	-1	0.1	93	2
46	O=S(=O)(c1cccc(-c2cn3cccnc3n2)c1)N1CCCCCC1	-2	-15	-0.4	110	3
47	N#Cc1ccc(OCC(=O)N/N=C/C2CC=CCC2)cc1 (centres undefined)	1	-4	0.3	100	12
48	Cn1c(Cn2c(=O)sc3ccccc32)nnc1SCc1cccc(F)c1	-2	8	0.0	98	-1

#	hiPSC survival	H9c2 protect	CaV13 ICDI inh	PDI turbidity	m5-HT2A agonist
37	-0.3	-17	-2	-1	3
38	5.1	-1	-8	1	2
39	-0.4	-3	-4	5	1
40	0.0	5	-6	10	-5
41	-0.1	0	-3	27	-3
42	0.4	6	-5	-4	2
43	3.7	-4	-4	-11	4
44	-1.6	8	-11	7	5
45	-1.0	0	-4	1	0
46	-0.5	7	-4	1	-1
47	1.2	-2	0	-4	5
48	0.5	16	-2	.	-2

#	Structure	N-glyco inh	Vif inh	aDG glyco up	ABCB6 inh 2	Granule exo inh
49	CC(=O)NC(CSC(CC(=O)c1ccco1)c1ccc(C)cc1)C(=O)O (centres undefined)	18	2	0.6	99	0
50	COc1c(Cl)cc(Cl)cc1C(=O)Nc1ccccc1N1CCN(C(C)=O)CC1	1	.	0.0	94	-2
51	CCOc1cc(C(=O)OCC(=O)Nc2cc(C)on2)ccc1OCC(C)C	0	-1	0.0	100	0
52	Cc1ccc2cccc([N+](=O)[O-])c2n1	0	1	-0.5	97	-1

#	hiPSC survival	H9c2 protect	CaV13 ICDI inh	PDI turbidity	m5-HT2A agonist
49	-3.5	-8	-3	1	-3
50	-0.7	3	-4	-3	1
51	3.2	-5	5	10	-3
52	-0.2	1	-6	-5	0
